OXTR potentiator – potentiators of human oxytocin receptor. CHO-OTR cells, Fluo-8 calcium fluorescence, potentiator mode; 0% = oxytocin EC15, 100% = EC100. P30559. AID 2445. activation, % at 3 µM. 320,000 tested, 0.061% active;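 active = activation above that plate's cutoff, the mean activation of tested compounds plus 3 SD, cut at about 6.6% in these data, passing the limit was not always enough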;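 also: 100% uses oxytocin at 75 nM as the full agonist control; some results filed as inactive read as strong as hits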
Target sequence (P30559 whole entry, looked up): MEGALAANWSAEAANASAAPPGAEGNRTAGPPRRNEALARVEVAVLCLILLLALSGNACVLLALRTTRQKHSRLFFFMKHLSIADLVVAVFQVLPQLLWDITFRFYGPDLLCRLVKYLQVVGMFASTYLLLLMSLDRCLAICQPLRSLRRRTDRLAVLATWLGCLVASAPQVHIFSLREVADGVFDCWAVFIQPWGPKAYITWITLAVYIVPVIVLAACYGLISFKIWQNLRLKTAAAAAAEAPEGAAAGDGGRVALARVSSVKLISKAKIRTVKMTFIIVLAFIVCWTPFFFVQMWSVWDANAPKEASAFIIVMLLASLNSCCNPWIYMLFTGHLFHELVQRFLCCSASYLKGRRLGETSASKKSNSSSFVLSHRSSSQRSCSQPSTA
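Material: CHO-OTR cells, human receptor; compound dosing: single dose, 3.0 µM nominal final compound concentration; schedule: 6 min compound pre-incubation at room temperature, 100 s kinetic read; measured by: kinetic Fluo-8 calcium fluorescence; read-out basis: % activation vs EC15 and EC100 oxytocin; controls: EC15 oxytocin alone as 0%, 75 nM oxytocin as 100%; replicates: singlicate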
GPR7 antag – antagonists of human GPR7 (neuropeptides B/W receptor 1); P48145; GPR7-expressing cells, fluorescence antagonist assay; inhibition, % at 4.4 µM; 290,000 tested, 1.1% active; AID 1861; in the data active = inhibition above about 16%, passing the limit was not always enough;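 also: cells stimulated with the agonist NPW; 0% = agonist with vehicle and 100% = vehicle without agonist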
Target sequence (P48145 whole entry, looked up): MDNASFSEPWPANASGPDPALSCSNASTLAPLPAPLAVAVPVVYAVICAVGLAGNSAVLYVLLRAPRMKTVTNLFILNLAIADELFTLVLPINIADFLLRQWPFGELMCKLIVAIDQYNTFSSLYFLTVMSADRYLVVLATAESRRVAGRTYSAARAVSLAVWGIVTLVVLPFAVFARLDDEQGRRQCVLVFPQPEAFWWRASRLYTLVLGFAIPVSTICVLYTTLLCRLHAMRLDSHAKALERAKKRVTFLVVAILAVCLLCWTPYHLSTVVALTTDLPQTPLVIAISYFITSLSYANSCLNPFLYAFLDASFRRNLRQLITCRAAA
TAAR1 antagonist – human TAAR1 antagonism | Q96RJ0 | CHO RD-HGA16 TAAR1, Fluo-8 calcium fluorescence, antagonist | inhibition, % at 3 µM | 360,000 tested, 1.5% active | AID 624466;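 active = inhibition above a per-plate cutoff, the mean inhibition of test compounds on that plate plus 3 SD, cut at about 49% in these data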;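 also: 0% = DMSO plus EC80 beta-PEA response and 100% = DMSO alone without agonist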
Target sequence (Q96RJ0 whole entry, looked up): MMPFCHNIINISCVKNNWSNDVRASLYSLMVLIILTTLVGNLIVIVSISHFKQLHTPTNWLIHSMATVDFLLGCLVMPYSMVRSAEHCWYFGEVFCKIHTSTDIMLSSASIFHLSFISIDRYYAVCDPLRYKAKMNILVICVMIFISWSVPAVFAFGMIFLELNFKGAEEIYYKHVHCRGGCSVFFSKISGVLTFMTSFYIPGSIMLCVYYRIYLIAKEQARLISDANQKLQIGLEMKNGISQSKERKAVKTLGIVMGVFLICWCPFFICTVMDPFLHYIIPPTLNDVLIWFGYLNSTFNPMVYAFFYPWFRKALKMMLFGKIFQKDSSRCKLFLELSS
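Material: RD-HGA16 CHO cells with stable hTAAR1 and Gα16; Dosing: single nominal final test compound concentration of 3 µM; Schedule: seeding 17-24 h prior, 75-min 37 °C, 30-min RT dye loading; Detection: kinetic Fluo-8 calcium fluorescence measurement; Measure: % inhibition from peak post-agonist over basal fluorescence ratio; Benchmarks: vehicle and agonist controls.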
CHO-K1 Ca antag – M1 antagonist counterscreen hit in parental CHO-K1 cells | ATP-induced calcium, Fluo-8 fluorescence | inhibition, % at 3 µM | 360,000 tested, 0.6% active;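 active = inhibition above a per-plate cutoff, the plate's mean sample inhibition plus 3 SD, cut at about 24% in these data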;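 also: 0% = DMSO plus EC80 ATP and 100% = DMSO alone without ATP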
OXTR agonist – agonists of human oxytocin receptor | P30559 | CHO-OTR cells, Fluo-8 calcium fluorescence; normalized: DMSO 0%, oxytocin 100% | activation, % at 3 µM | 320,000 tested, 0.32% active;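 active = activation above the mean of all tested compounds plus 3 SD, cutoff set per screening run, cut at about 20% in these data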;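 also: peak over basal fluorescence ratio from a 100 s FLIPR kinetic read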
CHO parental Ca – counter-screen for OX1R antagonists: effect in parental CHO cells; parental CHO-K1, ATP-induced calcium, Fluo-8 fluorescence; inhibition, % at 5.6 µM; 330,000 tested, 0.63% active; AID 463079;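 active = inhibition above that plate's mean sample inhibition plus 3 SD, cut at about 26% in these data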;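 also: 0% = ATP-challenged DMSO wells and 100% = DMSO wells without ATP; some compounds past the cut are filed as inactive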
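Material: Parental CHO cells | Reagent: ATP | Compound dosing: Single nominal dose of 5.6 µM per compound | Detection: Intracellular calcium via Fluo-8 no-wash fluorescent dye | Read-out: % inhibition of ATP-induced calcium mobilization | Benchmarks: Low control ATP plus DMSO, high control DMSO only | Replicates: Singlicate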
V1aR counter – counter-screen for oxytocin receptor agonists: human V1a receptor agonists; CHO-V1R cells, Fluo-8 calcium fluorescence, agonist mode; 0% DMSO, 100% 3 nM vasopressin; activation, % at 3 µM; 320,000 tested, 0.25% active;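 active = activation above the mean activation of all tested compounds plus 3 SD, per screening run, cut at about 20% in these data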;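 also: signal is peak over basal fluorescence ratio across a 100 second FLIPR read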
CHO-K1 Ca PAM – counter-screen for M1 PAMs: effect in parental CHO-K1 cells; 360,000 tested, 0.02% active; activation, % at 3 µM; AID 602247; ATP EC20, Fluo-8 calcium fluorescence; 0% at ATP EC20, 100% at ATP max;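 active = activation above the run cutoff, the mean activation of all test compounds plus 3 SD, cut at about 40% in these data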;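 also: peak over basal fluorescence ratio in a 140 s read after ATP addition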
M1 ag parental – nonselective activator or artifact in parental CHO-K1 cells | Fluo-8 calcium fluorescence; scaled to maximal ATP response, vehicle zero | activation, % at 3 µM | 360,000 tested, 0.48% active | AID 602248; in the data active = activation above about 15%;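 also: untransfected CHO-K1 host cells lacking M1 receptor as counterscreen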
* = called active by the depositor; / = no result given.

SMILES	OXTR potentiator	GPR7 antag	TAAR1 antagonist	CHO-K1 Ca antag	OXTR agonist	CHO parental Ca	V1aR counter	CHO-K1 Ca PAM	M1 ag parental
CCOC(=O)c1ccc(N2C(=O)C3ON(c4ccccc4)C(c4ccco4)C3C2=O)cc1 (stereo unspecified)	-5	4	/	-1	-0.1	0	0.5	4	0.4
COc1ccc(Cl)cc1NC(=O)CCN1CCOCC1	-5	-9	-5	5	0.2	-7	0.5	13	0.4
O=C(Nc1ccc2nc3n(c(=O)c2c1)CCCCC3)c1ccccc1[N+](=O)[O-]	-6	-3	11	-1	0.8	-8	1.5	-6	0.1
Nc1nc(SCC(=O)Nc2ccccc2Sc2ccccc2)n[nH]1	-4	-8	-4	-4	0.4	-19	0.0	9	1.4
CC(Sc1nnc(-c2cccnc2)n1-c1ccccc1)C(=O)NCc1ccc2c(c1)OCO2 (stereo unspecified)	-1	-2	-2	-4	-1.5	-17	-0.6	-14	0.1
CC(CNc1ccc([N+](=O)[O-])cc1)NC(=O)c1ccccc1Br (stereo unspecified)	-4	-6	-21	4	0.6	-7	0.2	6	1.7
O=C1CSC(c2ccc(Cl)cc2)N1Nc1nc(N2CCOCC2)nc(N2CCOCC2)n1 (stereo unspecified)	-8	-6	6	0	2.6	-11	2.0	15	2.7
COc1cccc(CNS(=O)(=O)c2c(C)nc3sccn3c2=O)c1	2	-8	-1	2	-0.2	-5	0.0	1	1.9
Cc1cccc(CN2CCN(C3CN(Cc4ccccc4)S(=O)(=O)C3)CC2)c1 (stereo unspecified)	/	/	-5	3	/	/	/	8	2.3
COC(=O)Cc1nc(Nc2ccccc2)sc1C	5	-1	-17	-8	-1.6	-20	-0.8	12	0.6

Molecules from the list above containing a halogen:
SMILES	OXTR potentiator	GPR7 antag	TAAR1 antagonist	CHO-K1 Ca antag	OXTR agonist	CHO parental Ca	V1aR counter	CHO-K1 Ca PAM	M1 ag parental
COc1ccc(Cl)cc1NC(=O)CCN1CCOCC1	-5	-9	-5	5	0.2	-7	0.5	13	0.4
CC(CNc1ccc([N+](=O)[O-])cc1)NC(=O)c1ccccc1Br (stereo unspecified)	-4	-6	-21	4	0.6	-7	0.2	6	1.7
O=C1CSC(c2ccc(Cl)cc2)N1Nc1nc(N2CCOCC2)nc(N2CCOCC2)n1 (stereo unspecified)	-8	-6	6	0	2.6	-11	2.0	15	2.7

Further records
SMILES	OXTR potentiator	GPR7 antag	TAAR1 antagonist	CHO-K1 Ca antag	OXTR agonist	CHO parental Ca	V1aR counter	CHO-K1 Ca PAM	M1 ag parental
CC(=O)c1ccc(NC(=O)c2cc(C)nc3ccccc23)cc1	-2	-2	8	-4	1.9	-11	2.0	10	2.2
COc1ccc(C(C(=O)NCC2CCCO2)N(Cc2ccccc2)C(=O)c2snc(C(N)=O)c2N)cc1OC (stereo unspecified)	-10	-8	21	-1	1.3	-10	1.2	-10	4.6
CCOC(=O)C1CCN(Cc2ccccc2C(F)(F)F)CC1	-1	-1	11	-40	-0.5	-2	-1.1	-1	-0.5
Cc1ccc(Cl)cc1N1CCN(C(=O)Cc2c(C(=O)O)[nH]c3ccccc23)CC1	-1	-6	8	-12	1.2	-9	-1.0	21	0.4
O=C1NC[C@H](CCCCN2C[C@H](Cc3ccccc3)N(CCc3ccc(O)cc3)C(=O)C2=O)N(CCC2CCCCC2)C1=O	/	/	-13	-11	/	/	/	9	0.2
COc1ccccc1NC(=O)CSc1nnc(Cc2ccccc2)o1	-4	-9	7	3	-0.1	3	0.7	-10	-0.1
O=C(O)/C=C/C(=O)N1CCN(c2ccccc2F)CC1	-5	-1	-13	8	-0.2	-3	0.3	-2	1.1
COc1ccccc1NC(=S)NNC(=O)c1ccncc1	-8	-10	-3	-19	-0.3	0	-0.8	34	0.4
CC1(C)CC(=O)C2=C(C1)NC1=C(C(=O)c3ccccc31)C2c1ccc(O)cc1 (stereo unspecified)	-3	-14	15	6	-2.0	-9	-0.5	-8	-0.3
O=C(/C=C/Nc1ccc(F)cc1F)c1ccco1	2	-3	0	-8	-0.9	5	0.3	15	0.9
O=[N+]([O-])c1cc(C(F)(F)F)ccc1NCCCN1CCOCC1	0	-1	-5	12	3.6	-13	3.0	-6	6.0
C[C@H](NC(=O)NCCc1ccccc1)C(=O)O	-14	6	-6	-9	0.8	2	0.1	19	0.5
COc1cccc(NC(=O)CN(C)C(=O)c2cn(-c3ccccc3)nc2-c2cccs2)c1	-7	/	61*	4	-0.2	1	2.2	-2	6.0
CN(C)c1ccc(/C=C/C=N/Nc2nc(N3CCOCC3)nc(N3CCOCC3)n2)cc1	2	-9	-19	-19	-2.4	-16	-0.1	24	0.9
COCCOC(=O)C1=C(C)NC2=C(C(=O)CCC2)C1c1cc2c(cc1Br)OCO2 (stereo unspecified)	-2	1	-13	-32	0.2	-16	0.0	32	0.6
CCOC(=O)c1cc(C#N)c(N2CCN(C)CC2)nc1-c1ccccc1	5	-4	14	-6	0.6	-8	0.3	20	1.2
O=C(Nc1ccc(S(=O)(=O)N2CCOCC2)cc1)c1cccs1	-6	8	6	-1	3.4	3	2.8	8	0.1
Fc1ccc(COc2ccc(-c3nnco3)cc2)c(Cl)c1	-9	-8	0	-4	1.6	-6	1.8	-1	0.6
CCOC(=O)C1C(C)=CC(=O)CC1c1ccco1 (stereo unspecified)	-11	18	5	-4	0.0	-5	0.8	10	0.0
CCOc1ccccc1NC(=O)Cn1nnc(C(=O)NCCc2ccc(OC)c(OC)c2)c1N	0	-15	-1	-2	-0.7	-10	0.5	20	1.9
Cn1ncc(Br)c1C(=O)N1CCN(C(=O)c2ccco2)CC1	-4	-9	5	-1	0.2	-18	0.5	-7	0.2
CC(C)(C)NC(=O)CN(C(=O)C(=O)Nc1ccc2c(c1)OCCO2)C(C)(C)C	-7	-10	18	-2	0.3	-2	-0.4	15	0.6
CCc1ccc(CNc2ccc3c(c2)ncn3CC)cc1	-23	1	6	-2	7.9	-14	8.1	14	4.6
Cc1nc(NC(=O)CN2CCOCC2)sc1C(=O)N(C)C	-4	-23	1	4	-0.1	-4	0.2	-3	0.0
CCn1c(SCc2nc3ccccc3[nH]2)nnc1-c1ccc(OC)cc1	-3	5	0	-24	2.6	-14	1.9	8	4.8
O=C(c1cc(=O)[nH]c2ccccc12)N1CCN(S(=O)(=O)c2ccc(Cl)cc2)CC1	5	/	59*	-7	-0.1	-13	-0.2	-1	8.9
COc1ccc(OC)c(NC(=O)CSC2=C(C#N)C(c3ccco3)C3=C(CCCC3=O)N2)c1 (stereo unspecified)	-9	-5	10	-4	-1.5	-12	0.6	5	0.2
CCN(CC)S(=O)(=O)c1ccc(NC(=O)C2c3ccccc3Oc3ccccc32)cc1	-7	4	21	-3	11	7	11	27	6.5
O=C(N/N=C/c1ccc(F)cc1)c1cccc(NC(=O)c2ccccc2Cl)c1	-14	-4	54*	11	7.2	-12	12	1	5.0
Brc1ccccc1-n1nnc(-c2cnc3ccccc3c2)n1	-5	/	22	-11	-1.0	-22	-0.3	-2	-0.3
CC1(C(=O)NCCC(F)(F)F)Cc2c(-c3cccc(C(F)(F)F)c3)ccnc2O1 (stereo unspecified)	/	/	-27	-13	/	/	/	10	0.4
COc1cccc(CC(=O)OC(C)C(=O)NCc2ccc3c(c2)OCO3)c1 (stereo unspecified)	-4	/	-23	-14	-1.6	-23	-0.7	29	1.0
O=C(CC1Sc2ccccc2NC1=O)c1ccc(Br)cc1 (stereo unspecified)	-8	-7	12	-8	-0.1	-11	2.6	20	0.8
Cn1cc(C(=O)NC2CCCCC2)c(=O)c2cc(S(=O)(=O)N3CCCC3)ccc21	-3	-4	-3	-9	1.6	-6	0.1	23	1.2
O=C(NC(Cc1ccc(F)cc1)C(=O)O)c1ccccc1 (stereo unspecified)	-10	-16	-14	-5	0.8	13	0.2	22	0.6
CN(C(=O)COC(=O)CSc1ccc(C(N)=O)cc1[N+](=O)[O-])C1CCS(=O)(=O)C1 (stereo unspecified)	-7	/	-1	-7	0.7	13	0.8	8	1.2
O=C(NCC1CCCO1)c1ccc(COc2ccccc2)o1 (stereo unspecified)	-2	/	-11	1	-1.1	-4	-1.4	-6	0.2
COc1ccccc1CNC(=O)C1CCN(S(=O)(=O)c2ccc3c(c2)NC(=O)CO3)CC1	-11	29	-9	-14	0.5	-9	0.8	28	1.3
C[C@H](CO)N1C[C@H](C)[C@@H](CN(C)Cc2ccc(C(=O)O)cc2)Oc2ccc(NS(C)(=O)=O)cc2C1=O	-1	/	-7	-13	1.0	6	0.9	3	0.4
CCOC(=O)c1cnn(CCOC(=O)c2ccc(F)cc2)c1NC(=O)c1ccc(F)cc1	-6	4	-4	-11	-0.3	-14	0.5	30	-0.1
CC1(C)Cc2c(sc(NC(=O)C(=O)N3CCOCC3)c2C(N)=O)CO1	-7	-7	-16	-12	0.7	0	0.3	8	0.3
COc1ccc(CC(=O)NNC(=O)c2cc(C)[nH]n2)cc1	-2	-13	-17	-1	0.2	8	0.4	0	0.2
COc1ccc(C(=O)NNC(=O)C2CCCO2)cc1 (stereo unspecified)	0	-6	-1	-2	-0.5	-7	0.9	16	9.9
COCC1OC(OC(C)C(O)c2cnc3nc(N)[nH]c(=O)c3n2)C(O)C(OC)C1O (stereo unspecified)	/	/	-1	9	/	/	/	9	7.0
C[C@H]1CN=C2N(CCNC(=O)CCC3CCCCC3)[C@H](Cc3ccc(O)cc3)CN21	0	-19	10	-11	0.3	-3	0.3	4	0.8
O=C(Nc1ccccc1Cl)N1CCCN(c2nc(-c3ccccc3)ns2)CC1	-7	-19	-16	23	7.5	1	6.1	-18	13
O=C(CN(C(=O)CNC(=O)c1cccs1)c1cccc(F)c1)NC1CCCC1	-9	-11	-4	7	1.0	-12	0.7	27	2.5
O=C(NCCC(F)(F)F)C1Cc2c(-c3ccccc3Oc3ccccc3)ccnc2O1 (stereo unspecified)	/	/	-13	-3	/	/	/	0	0.8
Nn1c(SCC(=O)Nc2ccc(N3CCOCC3)cc2)nnc1-c1cccc(F)c1	-8	/	-21	-17	0.6	-5	-0.1	8	0.2
COC(=O)CNC(=O)c1ccccc1	-2	/	19	16	1.8	2	0.4	-16	0.1
CCc1ccccc1NCc1cc(=O)oc2cc(C)ccc12	-14	28	-28	-19	-1.2	-7	0.2	-4	-0.4
COc1cc(C)c(C)cc1S(=O)(=O)n1c(C)nc2ccccc21	-4	-10	-18	-6	-1.3	-15	0.1	16	1.1
Cc1cccc(C)c1NC(=O)C(C)c1ccc(-c2ccccc2)c(F)c1 (stereo unspecified)	-13	6	24	-8	-0.8	24	3.5	14	1.8
